Cav32 inh – human Cav3.2 channel inhibition, primary screen. O95180. Cav3.2-expressing cells, Fluo-4 calcium fluorescence FDSS; hits give low values. B-score at 10 µM. 4% of 100,000 active;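 active means single-dose well whose peak fluorescence ratio is a statistical outlier from its plate by either plate-standardised score or position-corrected B-score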
Numbers without * were called inactive; & = joins results of further samples. This is a subset; count on the stated rates, not on these rows.

Cav32 inh	SMILES
0.024	COc1ccc(C(CC(=O)N2CCCC(C)C2)c2c(O)cc(OC)cc2OC)cc1 (stereo unspecified)
0.12	Clc1cccc(Nc2ncnc3c2cnn3-c2ccccc2)c1
-0.27	C(/C=C/c1ccccc1)=N/N1CCN(c2ccccc2)CC1
0.29	N=C1C(c2nc3ccccc3s2)=C(O)CN1Cc1ccco1
-0.37	CCCCCCCCC(=O)N/N=C/c1ccccn1
-2.6*	COc1cccc(NC(=O)c2nnn(CCc3ccccc3)c2N)c1
1.6	Cc1cccc(N2CCN(C(=O)Cn3cnc4c3c(=O)n(C)c(=O)n4C)CC2)c1C
-0.76	O=C1[C@@H]2C(Cc3ccc(O)cc3)NC3(C(=O)Nc4ccc(F)cc43)[C@@H]2C(=O)N1c1ccc(F)cc1 (stereo partly specified)
0.22	O=c1nc2ccccc2c(NS(=O)(=O)c2ccccc2)n1-c1ccccc1
-3.2	CCOC(=O)c1cc(C#N)c(SCc2cccc3ccccc23)nc1C
-2	O=C(c1cccc(F)c1)N1CCN(c2cccc(C(F)(F)F)c2)CC1
-0.32	COC(=O)[C@H](CCSC)NC(=O)Nc1cc(C)ccc1C
-0.52	COc1ccc(NC(=O)C2CCN(S(=O)(=O)c3cccc4cccnc34)CC2)cc1
0.73	COc1ccc(Cn2nnnc2C(c2ccncc2)N2CCOCC2)cc1 (stereo unspecified)
1.1	Cc1ccccc1Nc1nc(N)nc(CN2C(=O)NC3(CCCCC3C)C2=O)n1 (stereo unspecified)
-5.5*	COc1ccc(-c2noc(CSc3nnc(Cc4ccccc4)n3-c3cccc(C)c3)n2)cc1OC
-0.63	COc1ccc(-c2cc(C(F)(F)F)n3nc(C(=O)NCc4ccco4)c(Cl)c3n2)cc1
1.3	CCN(CC)c1ccc(NC(=O)c2ccc(Br)o2)c(C)c1
-1.8	COc1ccc(C2CC(=O)C(C=NCCN3CCN(C(C)=O)CC3)=C(O)C2)cc1 (stereo unspecified)
-1.7	CCOc1ccccc1N(CC(=O)NCC1CCCO1)C(=O)CCC(=O)Nc1ccccn1 (stereo unspecified)
0.41	CC1=C(C(N)=O)C(c2ccncc2)n2nc(-c3ccccc3Cl)nc2N1 (stereo unspecified)
-0.27	Cc1nnc(NC(=O)c2ccncc2)s1
1.3	CSC1=NC(NCCCO)c2c(sc3c2CC(C)(C)OC3)N1 (stereo unspecified)
0.83	CCOc1ccccc1-n1c(N)c(C(N)=O)sc1=S
1.2	COc1cc(O)c(C(CC(=O)N2CCOCC2)c2ccc(N(C)C)cc2)c(OC)c1 (stereo unspecified)
0.026	Cc1ccc(-c2ccc(/C=N/N=C3/NC(=O)C(CC(=O)O)S3)o2)c([N+](=O)[O-])c1 (stereo unspecified)
1	CC(=O)N(Cc1ccc2c(c1)OCO2)C1CC(=O)N(CCc2ccccc2)C1=O (stereo unspecified)
1	CCc1ccc(-c2ccc(C(=O)O)cc2)nc1
0.42	COCC(C)NC(=O)c1cc(-c2ccc(OC)c(OC)c2)on1 (stereo unspecified)
-0.53	CCC(C)(C)NC(=O)CN(C(=O)CCC(=O)Nc1cc(C)ccn1)c1ccc2c(c1)OCO2

Four entries from above, tab-delimited:
smiles	Cav32 inh
COc1cccc(NC(=O)c2nnn(CCc3ccccc3)c2N)c1	-2.6*
Cc1cccc(N2CCN(C(=O)Cn3cnc4c3c(=O)n(C)c(=O)n4C)CC2)c1C	1.6
O=C1[C@@H]2C(Cc3ccc(O)cc3)NC3(C(=O)Nc4ccc(F)cc43)[C@@H]2C(=O)N1c1ccc(F)cc1 (stereo partly specified)	-0.76
O=c1nc2ccccc2c(NS(=O)(=O)c2ccccc2)n1-c1ccccc1	0.22

Returning to the listing with the 3 entries that preceded the break.
Cav32 inh	SMILES
1	CCc1ccc(-c2ccc(C(=O)O)cc2)nc1
0.42	COCC(C)NC(=O)c1cc(-c2ccc(OC)c(OC)c2)on1 (stereo unspecified)
-0.53	CCC(C)(C)NC(=O)CN(C(=O)CCC(=O)Nc1cc(C)ccn1)c1ccc2c(c1)OCO2
-2.3	O=C(O)c1ccn[nH]1
0.18	Cc1cccc(CCNC(=O)C2CCN(S(=O)(=O)c3c(C)noc3C)CC2)c1
-0.013	Cc1cc(NS(=O)(=O)c2ccc(NC(=O)CN3C(=O)c4ccccc4C3=O)cc2)nc(C)n1
-4.9*	Cc1cccc(/C(N)=N/OC(=O)N2c3ccccc3Sc3ccccc32)c1
-1.3	CC(=O)Nc1ccc(NC2=Nc3ccccc3N3C2=Nc2c(c(C)nn2-c2ccccc2)C3c2ccccc2)cc1 (stereo unspecified)
-1.8	Cc1ccc(C(=O)CSc2nc3cc(S(=O)(=O)N4CCOCC4)ccc3o2)cc1
-0.5	CC(C)(C)c1ccccc1OCC(=O)Nc1ncn[nH]1
0.24	CCCCn1c(=O)cc(O)c2ccccc21
0.062	CCN(CC)C(=O)N1CCN(S(=O)(=O)c2ccc(C)cc2)CC1
-0.44	CCOCCCNC(=O)CN1CCN(Cc2ccccc2C)C1=O
0.43	COc1ccccc1N1C(=O)C2C3C=CC(C3)C2C1=O (stereo unspecified)
0.5	C/C(N)=C(/C#N)C(=O)COc1ncnc2ccc(Br)cc12
0.068	CSc1nc(NCC(C)C)nc(N2CCOCC2)n1
-0.2	CC(C)C(NC(=O)C1CCCCC1)C(=O)NCc1ccccn1 (stereo unspecified)
-1.4	COc1ccc2[nH]c(=O)c(C(c3nnnn3CC3CCCO3)N3CCc4ccccc4C3)cc2c1 (stereo unspecified)
-0.071	COC(=O)CCC(=O)OC1(C)C(=O)C=C2C=C(C3CC3)N(CCCOC(C)C)C=C2C1=O (stereo unspecified)
0.12	Cc1ccccc1-c1cc(C(=O)n2cccn2)c2cc(Cl)ccc2n1
-0.23	Cc1cc(NC(=O)CCN2C(=O)C3C4CCC(C4)C3C2=O)cc(C)c1Br (stereo unspecified)
-2.5	CCO[C@@H]1OC(C(=O)NCc2ccccc2)=C[C@H](C2CCCCC2)[C@H]1CCCO
-0.03	COc1ccc(Oc2coc3cc(OC(=O)c4cncc(Br)c4)ccc3c2=O)cc1
-0.72	Fc1ccc(N2CCN(c3ncnc4c3nnn4Cc3ccccc3Cl)CC2)cc1
0.18	CCN1CCCC1CNC(=O)c1cc(NC(C)=O)c(N(C)C)cc1OC (stereo unspecified)
-0.18	COc1cc(CNC2CCCCCC2)cc(OC)c1OC
0.41	CC(C)C1CC(O)(C2(O)CCCCC2)ON1 (stereo unspecified)
0.25	Cc1oc(-c2ccc(Cl)cc2)nc1CN1CCC(C(=O)NCCCN2CCCC2=O)CC1
0.97	CN(C)CCCNS(=O)(=O)c1cc(Cl)ccc1Cl
0.37	O=C(NCCCN1CCCC1)C1CCN(C(=O)c2cc3sccc3n2Cc2ccc(F)cc2)CC1
0.16	CN(C)S(=O)(=O)N(CCN1CCOCC1)Cc1ccccc1F
-0.57	O=C(Cn1nc(-c2ccccc2)nc1-c1ccccc1)N1CCOCC1
-0.037	NC(=O)C1CCN(C(=O)c2cc3ccccn3n2)CC1
1.1	COc1ccc2[nH]c(C)c(C(=O)CN3CCN(C(=O)c4ccco4)CC3)c2c1
0.47	O=C(O)CN1C(=O)c2ccc(Oc3cccc4c3C(=O)N(CC(=O)O)C4=O)cc2C1=O
0.72	COc1cc2c(cc1OC)CN(C(=O)CSc1nc3[nH]ncc3c(=O)n1-c1ccccc1)CC2
0.33	COc1cccc(CN2CCN(c3ncccn3)CC2)c1
-0.33	O=C1CSC(c2cn(-c3ccccc3)nc2-c2cc3ccccc3oc2=O)N1Cc1cccnc1 (stereo unspecified)
0.62	CCCC(=O)Nc1ccc(Cl)c(NC(=O)c2ccco2)c1
0.65	CCCCC(=O)Nc1nnc(SCC(=O)N2CCN(c3ccccc3OC)CC2)s1
-1.1	Cc1nc2sc3c(c2c2nnc(SCC(=O)NCc4ccco4)n12)CCCC3
-3.7	O=C1c2ccsc2SCCN1Cc1cccc(Cl)c1
-1.3	Cc1cccc2cc(C(c3nnnn3CC3CCCO3)N3CCCC4(CCCCC4)C3)c(=O)[nH]c12 (stereo unspecified)
0.44	COc1cc(OC)c2c(-c3ccccc3)cc(=O)oc2c1C(CC(=O)N1CCOCC1)c1ccc(N(C)C)cc1 (stereo unspecified)
-1.4	COc1cccc(CSc2nnc(-c3ccc(F)cc3)o2)c1
-1	Cc1ccc(-n2ncc3c(=O)n(CC(=O)Nc4cccc(Cl)c4)cnc32)cc1C
-3.8*	Cc1nn(-c2ccccc2)c(C)c1C(=O)OCC(=O)c1c(N)n(CC(C)C)c(=O)n(C)c1=O
-0.45	COc1cc(/C=N/NC(=O)CNC(=O)c2ccccc2)ccc1OC(=O)c1cccs1
-1	O=C(Nc1cc(Cl)ccc1O)c1cc2n(n1)C(C(F)(F)F)CC(c1ccc3c(c1)OCO3)N2 (stereo unspecified)
0.45	CC1(O)C(=O)C=C2C=C(c3ccsc3)OC=C2C1=O (stereo unspecified)
0.053	C[C@@H](C(=O)O)[C@H]1C[C@]1(C)[C@H](NC(=O)OCc1ccccc1)c1ccccc1
-0.5	O=C(NC1CCCCC1)C(c1ccc2ncccc2c1)N(Cc1ccco1)C(=O)c1ccc2c(c1)OCCO2 (stereo unspecified)
-0.25	COc1ccc(CNC(=O)/C=C/c2ccc(OCCCF)cc2)cc1
-0.26	O=C1C(CCS(=O)c2ccccc2)C(=O)N(c2ccccc2)N1c1ccccc1 (stereo unspecified)
-2.8	CCCCS(=O)(=O)CC(COc1ccccc1)OC(=O)c1ccccc1 (stereo unspecified)
-2.1	Fc1cccc(CCN2C(=S)NC[C@@H]2CC2CCCCC2)c1
0.43&0.041	O=C(O)Cn1c(O)c(C=Nc2ccccc2)sc1=S
0.98	Cc1c(Cl)cccc1NC(=O)CCC(=O)NNC(=O)c1ccco1
1.3	Cc1ccc2c(c1C)NC(C(=O)O)C1CC=CC21 (stereo unspecified)
-0.024	O=C(CN1C(=O)C2C3C=CC(C3)C2C1=O)N1CCc2ccccc2C1 (stereo unspecified)
0.62	O=C(COc1ccc(Cl)cc1Cl)OCn1nnc2ccccc2c1=O
-2	O=[N+]([O-])c1cc(C(F)(F)F)ccc1NCCCCNS(=O)(=O)c1ccc2ccccc2c1
-0.51	Cc1cc(C)cc(OCC(=O)Nc2ccccc2N2CCCCC2)c1

The list goes on.
Cav32 inh	SMILES
-0.25	Cn1c(=O)[nH]c(=O)c2c1nc(CN1CCN(c3ccccc3F)CC1)n2CCCc1ccccc1
0.29	Oc1ccc(-c2csc(Nc3cccnc3)n2)cc1
-0.88	Cc1cccc(NC(=O)CSc2ncnc3c2oc2ccccc23)c1
-2.4	CCOc1cc(CNc2ccc3c(c2)OCCO3)cc(Br)c1OCC
-8.1*	O=C(CN(c1ccc(Cl)cc1)S(=O)(=O)c1ccccc1)N1CCN(c2ccccc2)CC1
0.53	COc1ccc(C)cc1N(C)C(=O)c1coc(=O)c2ccccc12
0.031	CC(C)C[C@@H]1NC(=O)N(CCN2CCOCC2)C1=O
0.59	O=C(Cc1ccc(S(=O)(=O)N2CCOCC2)s1)NCC1CCCCC1
-0.61	CCOc1ccccc1N1CCN(C(=O)C(F)(F)F)CC1
-3.5	CC1CCC(N2CC(=O)N(Cc3ccc4c(c3)OCO4)C(c3ccc(F)cc3)C2=O)CC1 (stereo unspecified)
-0.13	COc1ccc(/C=C/C(=O)c2ccc(NC(=O)c3cccs3)cc2)cc1OC
-0.12	O=C(O)CCCNS(=O)(=O)c1ccc2ccccc2c1
-1.1	Cc1cc(C)cc(N2C(=O)CSC2c2cccs2)c1 (stereo unspecified)
-0.75	Cc1ccc(-c2cc(C(=O)Nc3cnn(C45CC6CC(CC(C6)C4)C5)c3)no2)cc1
1.6	Cc1occc1C(=O)Nc1nnc(-c2ccncc2)s1
-0.38	Cc1nn2c3c(cnc2c1-c1ccc(Cl)cc1)C(=O)CC(c1ccco1)C3 (stereo unspecified)
-0.53	Cc1n[nH]c(C)c1Sc1ccccc1N=Cc1cc([N+](=O)[O-])ccc1O
0.048	CC(=O)Nc1ccc(S(=O)(=O)NCCc2ccc(S(N)(=O)=O)cc2)cc1
-1.5	CCOC(=O)Cn1c(=O)c2c(nc(Br)n2Cc2ccc(Cl)cc2)n(C)c1=O
-2.7	Cc1nn(Cc2ccc(Cl)c(Cl)c2)c(C)c1NC(=O)c1noc2c1CCCCC2
0.26	COc1ccc(OCCSc2nnc(C)n2-c2ccccc2)cc1
0.044	CC(C)N(CCNS(=O)(=O)c1ccc(Cl)cc1)C(C)C
0.31&1.3	O=c1cc(O)nc(SCc2ccccc2)n1-c1ccccc1
-3.9	Cc1cccc(Nc2nc(N)nc(CN3CCN(c4ccc(F)cc4)CC3)n2)c1
-2.2	CN1C(=O)C2(c3ccccc31)N(C)CC(c1ccccc1)C21SC(=S)N(Cc2ccco2)C1=O (stereo unspecified)
0.29	COc1cc(C2C3=C(CC(c4ccco4)CC3=O)Nc3ccccc3N2C(C)=O)cc(OC)c1OC (stereo unspecified)
-5.1*	Cc1cc(C)c2c(-n3cccc3)c(C(=O)NNS(=O)(=O)c3ccc(Cl)cc3)sc2n1
1.1	COc1cc2nc(NC(=O)c3ccccc3)[nH]c(=O)c2cc1OC
0.96	Cc1cccc(C(=O)NN(C)c2nc(-c3ccccc3)nnc2C(F)(F)F)c1
-0.14	CCn1nnnc1SCC(=O)Nc1cc(C)on1
-0.02	c1ccc(CCCc2nc(-c3ccccn3)no2)cc1
1	COc1ccc(-c2c(C)n([O-])c3c([n+]2=O)CCCC3)cc1
-0.02	O=C(CCC(=O)Nc1ccc(Oc2ccccc2)cc1)NCCO

Of the compounds above, 3 contain a nitro group on carbon:
Cav32 inh	SMILES
0.026	Cc1ccc(-c2ccc(/C=N/N=C3/NC(=O)C(CC(=O)O)S3)o2)c([N+](=O)[O-])c1 (stereo unspecified)
-2	O=[N+]([O-])c1cc(C(F)(F)F)ccc1NCCCCNS(=O)(=O)c1ccc2ccccc2c1
-0.53	Cc1n[nH]c(C)c1Sc1ccccc1N=Cc1cc([N+](=O)[O-])ccc1O

3 structures out of the list, arranged by length of the SMILES, falling:
Cav32 inh	SMILES
-2.2	CN1C(=O)C2(c3ccccc31)N(C)CC(c1ccccc1)C21SC(=S)N(Cc2ccco2)C1=O (stereo unspecified)
0.96	Cc1cccc(C(=O)NN(C)c2nc(-c3ccccc3)nnc2C(F)(F)F)c1
-0.88	Cc1cccc(NC(=O)CSc2ncnc3c2oc2ccccc23)c1

High-throughput results: PubChem, Vanderbilt High Throughput Screening Facility
